Assay outcomes: PubChem, several laboratories
S1P3 antag: S1P3 (human) receptor antagonism | Q99500 | CHO S1P3 NFAT-BLA reporter, FRET fluorescence, antagonist mode | inhibition, % at 4.98 µM | 170,000 compounds, 0.27% hits | AID 485;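 active = inhibition above the plate cutoff, the mean inhibition of test wells on that plate plus 3 SD, cut at about 28% in these data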;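 note: cells challenged with S1P at its EC80 of 0.8 µM; blue over green emission ratio from cleaved BLA substrate after 4 h stimulation; 0% = S1P-stimulated wells and 100% = unstimulated DMSO-only wells; some compounds past the cut are filed as inactive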
Target sequence (Q99500 whole entry, looked up): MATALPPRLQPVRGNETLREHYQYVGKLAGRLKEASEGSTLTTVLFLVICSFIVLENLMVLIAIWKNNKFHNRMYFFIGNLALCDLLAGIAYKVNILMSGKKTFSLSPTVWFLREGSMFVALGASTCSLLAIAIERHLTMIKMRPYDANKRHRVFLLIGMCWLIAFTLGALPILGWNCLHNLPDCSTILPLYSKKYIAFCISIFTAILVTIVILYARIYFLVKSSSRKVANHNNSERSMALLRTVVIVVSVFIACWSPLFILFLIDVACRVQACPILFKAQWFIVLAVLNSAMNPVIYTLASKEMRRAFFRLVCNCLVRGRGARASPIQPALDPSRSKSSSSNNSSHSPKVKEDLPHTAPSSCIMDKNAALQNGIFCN
PPARg SRC3 recr: promotes SRC-3 coactivator recruitment by human PPARgamma | AID 731 | activation, % at 8 µM | biochemical PPARgamma/SRC-3 coactivator recruitment assay | 200,000 compounds, 0.26% hits; in the data active = activation above about 23%;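 note: 0% = DMSO and 100% = reference agonist; some compounds past the cut are filed as inactive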
TLR4 MyD88 comp: inhibitors of human TLR4-MyD88 binding; O00206+Q99836; HeLa CL3-4 TLR4/MyD88 BLA complementation, FRET ratio; inhibition, % at 8.4 µM; 200,000 compounds, 0.18% hits; AID 861; in the data active = inhibition above about 25%;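 note: 0% = vehicle and 100% = reference inhibitor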
STAT3 inh: STAT3 signaling inhibition | U3A cells, IL-6 STAT3-luciferase reporter, luminescence; host cell line lacks STAT1 | inhibition, % at 5.5 µM | 190,000 compounds, 0.89% hits;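 active = inhibition above the mean inhibition across all screened compounds plus 3 SD, cut at about 44% in these data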;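 note: 0% = DMSO only wells and 100% = 100 µM nifuroxazide control wells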
ROMK mod: modulators of human ROMK potassium channel; B-score at 10 µM; 130,000 compounds, 2% hits; P48048; Tet-inducible ROMK, thallium flux fluorescence; actives lie on both sides;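 active = signal ratio slope over the read window, or its plate-corrected B-score, at least 3 SD from the plate mean, either direction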;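 note: B-score of the F/F0 ratio slope over 7 to 12 s after thallium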
Target sequence (P48048 whole entry, looked up): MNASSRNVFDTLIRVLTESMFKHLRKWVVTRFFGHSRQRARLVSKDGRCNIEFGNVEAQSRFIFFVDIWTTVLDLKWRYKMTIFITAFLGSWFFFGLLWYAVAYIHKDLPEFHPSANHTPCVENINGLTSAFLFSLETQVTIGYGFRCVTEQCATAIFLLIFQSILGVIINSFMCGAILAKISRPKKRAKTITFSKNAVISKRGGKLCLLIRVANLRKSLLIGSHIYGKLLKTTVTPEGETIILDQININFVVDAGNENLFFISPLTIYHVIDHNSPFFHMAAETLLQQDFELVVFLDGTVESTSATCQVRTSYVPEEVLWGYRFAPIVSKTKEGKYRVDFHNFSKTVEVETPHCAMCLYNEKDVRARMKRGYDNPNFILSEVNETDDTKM
SRC2 TRFRET art: counter-screen for PPARgamma SRC-2 recruitment agonists: TR-FRET artefact | hits give high values | TR-FRET ratio at 8 µM | 200,000 compounds, 0.4% hits; in the data active = TR-FRET ratio above about 2000; note: inactives centre near 1500
STAT1 blocker: reduces IFN-gamma driven STAT1 reporter signal | inhibition, % at 5.5 µM | 200,000 compounds, 0.35% hits | NIH 3T3 STAT1-luciferase reporter, luminescence | AID 920;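 active = inhibition above a set limit, the mean inhibition across all tested compounds plus 3 SD, cut at about 34% in these data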;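 note: 0% = IFN-gamma with DMSO and 100% = IFN-gamma with 300 µM nifuroxazide; values of inactives mirror those of a sister screen read the other way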
RAM inhibit: blocks the yeast RAM network. S. cerevisiae dse1pr::URA3 reporter, 5-FOA growth OD615, 2 d; analog-sensitive cbk1-as2 kinase mutant strain. 190,000 compounds, 1.8% hits. inhibition, % at 50 µM;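 active = inhibition above a set limit, 3 SD over mean compound inhibition, cut at about 8.4% in these data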;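 note: 0% = DMSO-only wells with no growth and 100% = 10 µM 1-NA-PP1 full growth; inhibition rescues growth on 5-FOA so higher OD means more RAM inhibition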
STAT3 activator: activators of IL-6 induced STAT3 signaling; U3A cells, IL-6 STAT3-luciferase reporter, luminescence; 100% = signal with IL-6 EC80 alone; AID 871; activation (% of control), % at 5.6 µM; 190,000 compounds, 0.91% hits;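 active = activation above the screen-wide mean of compound activation plus 3 SD, cut at about 130% in these data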;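 note: 0% = background luminescence of wells with medium and substrate only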
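Material: human STAT1-deficient U3A cells with stable STAT3-luciferase reporter / Probe or stimulus: IL-6 stimulus at 33 ng/mL final / Schedule: 1 h compound pre-exposure, 6 h IL-6 stimulation, 37 °C / Technique: luminescence / Read-out basis: percent of IL-6-only median luminescence / Control set: IL-6-only high control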
PPARg SRC1 recr: promotes SRC-1 coactivator recruitment by human PPARgamma | PPARgamma-SRC-1 coactivator recruitment biochemical assay | AID 631 | activation, % at 8 µM | P37231 | 200,000 compounds, 0.41% hits; in the data active = activation above about 19%;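 note: 0% = DMSO and 100% = reference agonist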
PPARg SRC-2 ag: PPARgamma-driven SRC-2 recruitment agonism; P37231; PPARgamma LBD-SRC-2 recruitment, biochemical; activation, % at 8 µM; 200,000 compounds, 0.34% hits; in the data active = activation above about 22%;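 note: 0% = vehicle and 100% = reference agonist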
Starred values were filed as active, the others as inactive; . = not tested or not shown. Compounds as they come; 5.6% or so of the library scored in one or more.

SMILES	S1P3 antag	PPARg SRC3 recr	TLR4 MyD88 comp	STAT3 inh	ROMK mod	SRC2 TRFRET art	STAT1 blocker	RAM inhibit	STAT3 activator	PPARg SRC1 recr	PPARg SRC-2 ag
CCOC(=O)c1ccc(S(=O)(=O)NCC(C)(C)N2CCOCC2)cc1	-5.0	2.0	9.3	-6.9	1.14	1680	0.9	1.7	107.1	1.2	5.9
CO/N=C/c1ccc(N2CCN(C(=O)c3ccc(C)cc3)CC2)c([N+](=O)[O-])c1	.	-1.3	1.9	0.0	.	1474	0.5	2.2	104.8	-2.0	-5.9
S=C(N/N=C/c1ccccc1)N1CCOCC1	4.1	2.0	-4.4	-3.6	.	1521	-13.2	0.5	105.5	5.1	2.7
O=C(CC(c1ccccc1)c1ccccc1O)NCCN1CCOCC1 (configuration not stated)	.	-1.6	5.9	14.6	0.0927	1539	8.1	-0.1	92.8	5.1	6.3
Cc1ccc2nc(NC(=O)c3ccc(S(=O)(=O)N4CCCc5ccccc54)cc3)sc2c1	-4.3	-3.5	-1.5	-0.7	.	1584	-2.6	1.9	100.5	-8.2	-4.0
Cc1ccnc(SCc2cc(=O)c(OC(=O)c3cc([N+](=O)[O-])ccc3Cl)co2)n1	23.4	-2.2	2.5	-0.4	.	1340	1.6	0.8	101.0	-0.3	-4.8
OCCC1CN(Cc2ccc3nsnc3c2)CCN1C1CCCCC1 (configuration not stated)	0.8	-0.4	4.8	7.3	0.0549	1704	0.8	-0.5	97.4	6.5	9.2
CC(NC(=O)C1(C)CC1(Br)Br)C(C)(C)C (configuration not stated)	.	2.0	2.9	-5.6	.	1576	4.9	0.7	105.6	0.3	3.0
O=C(CSc1nccc(=O)[nH]1)Nc1ccc(S(=O)(=O)N2CCOCC2)cc1	.	-3.6	-5.2	10.0	-0.0233	1583	8.6	2.4	92.6	3.3	17.1
CCOc1ccc(CCNC(=O)c2cc3sc(Cl)cc3n2C)cc1OCC	.	-4.2	-5.9	4.9	-0.899	1488	-2.3	6.9	99.7	2.6	4.7
Cc1ccc(C)c(NS(=O)(=O)c2cc(Br)cnc2N)c1	-11.2	4.7	0.1	6.7	.	1585	1.8	1.1	99.2	11.2	11.6
O=C(Nc1ccccc1)N1CCSCC1	-5.3	12.7	1.8	-3.3	0.368	1481	-7.2	0.4	105.4	2.5	4.2
CC12CCC(=O)N1C(C(=O)OCC(=O)Nc1ccc(Cl)c(Cl)c1)CS2 (configuration not stated)	-15.8	3.4	-17.2	3.3	-2.33	1721	7.9	0.3	101.5	2.5	15.1
O=C(NNC(=O)c1c(F)cccc1F)c1ccccc1-n1cccc1	-7.3	4.8	-1.8	2.2	0.595	1685	-1.8	-0.1	104.0	-2.1	-4.7
Cc1ccc(Sc2nc(C)cc(C)c2S(C)(=O)=O)cc1	.	6.9	-7.1	17.5	.	1571	-4.0	1.4	93.6	8.4	6.3
Cc1nc(CSc2nsc(/C=C/N(C)C)c2C#N)cs1	-1.1	8.3	-13.1	-1.6	.	1628	-8.0	5.6	104.3	6.4	8.7
NC(=O)c1ccsc1NC(=O)COC(=O)Cc1cccc2ccccc12	.	4.3	-4.7	75.1*	-2.93	1464	18.0	4.0	36.9	-0.7	4.4
O=C(CN1CCN(c2ccccc2O)CC1)NC(c1ccccc1)c1ccccc1	6.6	4.2	-2.4	29.0	.	1687	11.8	2.6	78.1	7.3	5.2
CCOC(=O)c1nn(C23CC4CC(CC(C4)C2)C3)c2c1C(=O)N(c1ccc(C)cc1)C2=O	.	-1.5	-6.8	11.3	.	1363	3.5	1.8	95.1	2.3	-5.8
Cc1ccc(Nc2c([N+](=O)[O-])c(=O)n(C)c3ccccc23)cc1C	.	-2.3	-3.5	5.3	.	1692	9.0	0.4	103.8	-1.6	7.2
Cc1cccc(OCC(=O)NNC(=O)C2CCCCC2C(=O)O)c1 (configuration not stated)	5.2	1.7	5.3	7.8	-0.77	1516	-5.6	0.4	97.1	7.6	-0.8
COc1cc(OC)c(Cl)cc1N	8.6	3.1	-0.7	9.1	.	1650	1.7	1.5	97.6	9.8	10.4
CCOC(=O)c1c(C)n(C)c2ccc(OCC(O)CN3CCC(C)CC3)cc12 (configuration not stated)	-3.4	9.8	0.3	8.6	.	1624	-3.1	1.5	96.9	0.8	9.3
Cc1ccc(CNC(=O)c2cn(C3CCCC3)c(=O)c3c2c2ccccc2n3C)o1	.	10.2	-6.6	-5.7	-1.1	1697	5.1	1.4	104.9	7.8	3.7
Cc1ncc([N+](=O)[O-])n1Cc1ccc(Cl)cc1	-24.7	6.2	8.1	-2.7	-0.273	1570	0.4	1.5	104.3	6.8	11.8
Cc1oc(C(=O)Nc2ccc(C(=O)O)cc2)cc1COc1ccccc1	.	2.5	-4.9	7.2	-0.0372	1529	-7.8	4.5	99.7	1.1	-1.4
CN1CCN(C(=O)CCN2C(=O)/C(=C/c3ccccc3Cl)SC2=S)CC1	3.1	3.4	-1.1	3.5	-0.813	1499	-1.4	1.0	100.9	4.0	7.8
CCC(=O)N/N=C(\C)CC(=O)Nc1ccc(F)cc1	2.4	-6.2	-7.0	3.3	-0.0669	1417	-3.6	1.6	98.4	4.5	-6.3
Cc1occc1C(=O)Nc1ccc2c(c1)OCO2	-9.0	2.6	-7.1	12.8	.	1499	-26.2	2.1	90.3	1.0	10.7
COc1ccc(NC(=O)CCCC(=O)O)cc1Cl	-7.3	1.7	-7.8	5.0	-0.549	1446	-1.1	-0.5	97.4	-0.3	-4.8
O=[N+]([O-])c1nn(-c2ccccc2)[n+]([O-])c1N1CCN(c2ccccc2)CC1	-6.5	3.8	8.9	0.6	0.433	1746	4.8	4.3	101.4	13.1	7.1
Cc1cccc(-n2c(C)nc3cc(C(=O)NCc4ccc5c(c4)OCO5)ccc32)c1	0.1	-4.1	6.6	0.6	0.0336	1377	7.6	-1.2	97.4	-6.6	-11.0
Cc1cc(C)nc(Nc2ncc(O)n2-c2ccc(C)c(Cl)c2)n1	40.0	8.0	0.2	1.8	.	1399	8.6	0.0	100.2	12.2	7.8
COc1ccc(CCN2C(=O)C3C4CC(C5C(C(=O)NN)=NOC45)C3C2=O)cc1OC (configuration not stated)	.	-4.1	-3.7	7.7	-0.776	1539	-2.8	1.6	98.4	7.0	1.6
CCOc1ccc(NC(=O)CSc2nnc(N)s2)c([N+](=O)[O-])c1	-13.9	-4.9	5.7	2.8	.	1460	-3.5	0.1	99.0	-6.8	-7.5
Cc1ccc(S(=O)(=O)Nc2ccc(NC(=O)c3cccs3)cc2)cc1	9.1	-0.1	-2.5	-2.2	0.063	1742	-6.7	6.0	103.0	4.8	6.1
S=c1[nH]nc(-c2cccnc2)o1	-8.1	12.1	9.5	4.6	.	1625	0.8	2.0	104.7	17.2	13.2
COCCNC(=O)C1CCC(Cn2c(=S)[nH]c3ccccc3c2=O)CC1 (configuration not stated)	-37.2	-8.3	-4.5	2.8	0.351	1504	-1.8	6.0	100.7	-1.5	3.2
OC(CNCCC1C=Nc2ccccc21)Cn1c2ccc(Cl)cc2c2cc(Cl)ccc21 (configuration not stated)	-8.4	-1.1	-2.0	-10.2	.	1500	-4.9	1.6	108.5	-5.1	8.7
O=C(OCC(=O)N1CCN(c2ccccc2)CC1)c1ccccn1	9.4	-6.5	-7.9	9.1	-0.0827	1471	-6.5	0.5	92.8	4.1	4.1
